KCNQ1 inh: inhibitors of human KCNQ1 channel, primary screen, cell-based, thallium flux, high-throughput | AID 2642, 2010 | hit rate 1.3% among 310,000 | B-score at 10 µM | CHO-K1 KCNQ1, FluxOR thallium flux fluorescence; active compounds read high | Potassium voltage-gated channel subfamily KQT member 1 (Homo sapiens), P51787;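 active = compounds whose thallium flux B-score, printed positive for inhibition, exceeds three library SD while starting fluorescence stays within three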;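 also: channel opened by potassium depolarization with thallium stimulus after 20 min compound exposure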
Target sequence (P51787 whole entry, looked up): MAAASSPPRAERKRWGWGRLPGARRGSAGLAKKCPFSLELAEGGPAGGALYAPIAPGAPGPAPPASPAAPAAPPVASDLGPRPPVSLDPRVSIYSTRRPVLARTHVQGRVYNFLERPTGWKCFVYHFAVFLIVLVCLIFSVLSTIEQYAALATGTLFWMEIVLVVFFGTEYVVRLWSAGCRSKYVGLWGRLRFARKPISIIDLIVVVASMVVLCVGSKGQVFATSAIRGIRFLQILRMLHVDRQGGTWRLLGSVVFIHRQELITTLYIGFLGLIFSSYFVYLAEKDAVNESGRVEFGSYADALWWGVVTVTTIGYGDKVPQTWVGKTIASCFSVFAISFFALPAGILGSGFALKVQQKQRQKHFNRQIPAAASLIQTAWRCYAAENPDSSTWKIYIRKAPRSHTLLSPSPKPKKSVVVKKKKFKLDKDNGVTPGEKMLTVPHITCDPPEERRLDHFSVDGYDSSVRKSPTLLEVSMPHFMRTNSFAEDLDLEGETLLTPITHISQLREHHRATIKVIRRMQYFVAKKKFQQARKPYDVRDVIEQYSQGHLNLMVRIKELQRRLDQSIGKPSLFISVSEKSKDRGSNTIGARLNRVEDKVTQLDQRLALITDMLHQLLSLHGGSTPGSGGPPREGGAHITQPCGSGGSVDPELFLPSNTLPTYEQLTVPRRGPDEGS
PolyA inhibitor: polyadenylation inhibitors in yeast reporter cells, primary screen, luminescence, S. cerevisiae; S. cerevisiae SKY197-pL101 polyadenylation reporter, beta-gal luminescence; efflux-impaired pdr1/pdr3 knockout yeast; score 100 = 6 SD above DMSO; calls only at 12 µM; hit rate 0.02% among 300,000;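 active = lowest replicate activity score at least 50, where 100 means six control SD above control mean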;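 also: yeast exposed to compound for 9 h at 30 °C; higher score means more reporter readthrough which indicates perturbed polyadenylation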
GSK3beta inhib: human GSK3beta kinase inhibitors, primary screen, biochemical, cell-free homogeneous, HTS. Glycogen synthase kinase-3 beta (Homo sapiens), P49841. GST-GSK3beta kinase, ADP-Glo luminescence, 60 min; active compounds read low. activity score (negative = inhibition), % at 10 µM. hit rate 0.038% among 300,000. AID 2097, 2009;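 active = more than half of replicate wells score below -50%, meaning over 50% inhibition versus plate controls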;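 also: 0% = median DMSO wells and -100% = median GW8510 positive control wells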
Target sequence (P49841 whole entry, looked up): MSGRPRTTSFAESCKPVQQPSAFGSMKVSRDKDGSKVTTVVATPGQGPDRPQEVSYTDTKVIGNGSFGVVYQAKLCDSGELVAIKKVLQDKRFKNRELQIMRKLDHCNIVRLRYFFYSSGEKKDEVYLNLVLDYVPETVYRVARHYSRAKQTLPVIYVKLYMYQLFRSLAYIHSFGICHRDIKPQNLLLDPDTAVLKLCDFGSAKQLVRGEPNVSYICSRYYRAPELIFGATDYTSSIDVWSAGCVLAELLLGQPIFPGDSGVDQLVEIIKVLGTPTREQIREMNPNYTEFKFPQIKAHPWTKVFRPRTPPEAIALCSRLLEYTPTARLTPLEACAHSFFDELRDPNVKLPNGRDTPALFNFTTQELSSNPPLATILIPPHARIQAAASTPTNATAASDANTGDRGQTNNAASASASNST
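Test system: GST-fused GSK3beta enzyme, cell-free | Quantity: 1.6 ng GST-GSK3beta enzyme per well | Reagent: 25 µM ATP with peptide substrate | Schedule: 60 min enzyme reaction, room temperature | Signal: Luminescent ADP-Glo measurement of ADP formed | Read-out basis: Score relative to plate controls | Control set: DMSO and 20 µM GW8510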
HDAC3 inh: HDAC3 deacetylase inhibitors, primary screen, biochemical, fluorescence, cell-free homogeneous. inhibition, % at 8.3 µM. hit rate 0.15% among 320,000. Histone deacetylase 3 (Homo sapiens), O15379. recombinant HDAC3, fluorogenic peptide/trypsin coupled; in the data active = inhibition above about 26%, passing the limit was not always enough
KCNK9 inh: KCNK9 potassium channel inhibitors, primary screen, HEK293 cells, thallium flux. Potassium channel subfamily K member 9 (Homo sapiens), Q9NPC2. FluxOR thallium flux fluorescence; active compounds read low. B-score at 10 µM. hit rate 1.2% among 310,000. AID 488922, 2010;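 active = ratio B-score over 3 SD below the library mean, with starting fluorescence within 5 SD of its mean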;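 also: negative B-score means less thallium flux so channel inhibition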
GSK3 alpha inh: blockers of GSK3A enzyme activity – biochemical, luminescence, cell-free homogeneous, HTS, primary screen; Glycogen synthase kinase-3 alpha (Homo sapiens), P49840; GSK-3 alpha kinase, ADP-Glo luminescence, 60 min; inhibition, % at 10 µM; hit rate 0.1% among 320,000;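 in the data active = inhibition above about 50%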;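 also: GST-tagged GSK-3 alpha with peptide substrate and 25 µM ATP; 0% = DMSO neutral wells and 100% = GW8510 positive control wells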
KCNQ1 act: potentiators or activators of KCNQ1 channel, primary screen, cell-based, thallium flux, high-throughput. hit rate 0.35% among 310,000. CHO-K1 KCNQ1, thallium flux FluxOR fluorescence; active compounds read high. Potassium voltage-gated channel subfamily KQT member 1 (Homo sapiens), P51787. B-score at 10 µM;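 active = fluorescence ratio B-score, a plate-corrected score, at least three library SD, with initial intensity B-score within 5 SD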
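assay system = KCNQ1-transfected CHO-K1 cells | medium = assay buffer with matched DMSO | probe or stimulus = depolarizing K+/Tl+ stimulus, K2SO4 and Tl2SO4 each 12.5 mM in 5x stock | dosing = single dose | incubation = dye 90 min, compound 20 min, room temperature | detection = kinetic FluxOR fluorescence, 10 s baseline plus 110 s post-stimulus | evaluation = ratio B score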
RGS4 pot: RGS4 potentiators or activators, primary screen, cell-based, HEK293 M3R inducible RGS4, calcium flux. carbachol calcium flux Fluo4; active compounds read low. B-score at 10 µM. hit rate 0.92% among 310,000. AID 463111, 2010;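 active = B-score of the integrated calcium signal more than 4 SD below the library mean, with starting fluorescence not abnormally high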;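 also: negative B-score means reduced calcium response which marks RGS4 activation or potentiation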
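Also added: carbachol at ECmax as muscarinic agonist stimulus; Assay system: HEK293 cells with stable M3R and inducible RGS4; Timing: overnight RGS4 induction, 30 min dye load 37 °C, 20 min compound RT; Measured by: Fluo4-AM (2 µM) calcium-flux fluorescence, kinetic read.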
Dyrk1A ADPGlo: rat Dyrk1A kinase inhibitors, primary screen, biochemical, single point, plate reader | ADP-Glo luminescence, NFATc1 peptide | AID 504441, 2011 | hit rate 0.43% among 310,000 | inhibition, % at 12.5 µM; in the data active = inhibition above about 50%;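 also: plate controls were vehicle with enzyme for no effect and no enzyme for full effect; many of its hits are not listed in these tables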
hERG protect: hERG rescue from dofetilide block, primary screen, cell-based, CHO-hERG, FluxOR thallium flux, dofetilide IC70; Voltage-gated inwardly rectifying potassium channel KCNH2 (Homo sapiens), Q12809; dofetilide IC70 present; activation (rescue from dofetilide block), less the hit threshold, % at 10 µM; hit rate 0.51% among 310,000; AID 1511, 2009;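 active = activation above the mean of controls blocked by dofetilide plus 5 SD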;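 also: thallium influx through hERG after potassium depolarization seen as dye fluorescence rise; in these data hits start at about 4.7%; inactives centre near -7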
KCNK3 inh: human KCNK3 channel inhibitors, primary screen, CHO cells, FluxOR thallium flux, B-score. Potassium channel subfamily K member 3 (Homo sapiens), O14649. FluxOR fluorescence; active compounds read low. B-score at 10 µM. hit rate 0.84% among 340,000. AID 602410, 2012;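 active = B-score under library mean minus 4 SD, starting fluorescence ratio at most library mean plus 5 SD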;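 also: more negative B-score means stronger inhibition of thallium flux through KCNK3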
Starred values were filed as active, the others as inactive; i = inactive; x = no result given.

SMILES | KCNQ1 inh | PolyA inhibitor | GSK3beta inhib | HDAC3 inh | KCNK9 inh | GSK3 alpha inh | KCNQ1 act | RGS4 pot | Dyrk1A ADPGlo | hERG protect | KCNK3 inh
COc1ccccc1NC1CCCCC1NS(=O)(=O)c1ccccc1 (configuration not stated) | i | i | 2 | 2 | i | -1 | i | i | -2 | -2 | i
COc1ccccc1NC(=O)c1ccc(NC(=O)Cc2n[nH]c(=O)c3ccccc23)cc1 | i | i | 2 | -1 | i | -1 | i | i | -7 | -12 | i
C=CCNC(=S)N1CCN(Cc2ccc3c(c2)OCO3)CC1 | i | i | -1 | -2 | i | -2 | i | i | x | 1 | i
CC(=O)Nc1nc(-c2ccc3ccccc3c2)cs1 | i | i | -2 | -3 | i | -3 | i | i | 3 | -2 | i
COc1ccccc1C(=O)Nc1nnc(S(=O)(=O)N2CCCCCC2)s1 | i | i | -2 | -3 | i | 3 | i | i | 5 | -8 | i
COc1ccc(NC(=O)CNc2cccc(C#N)c2)cc1Cl | i | i | -1 | 5 | i | 0 | i | i | 0 | -8 | i
COCCNc1nc(C)cc(-c2cc(C(=O)Nc3ccccc3)on2)n1 | i | i | 0 | 4 | i | -4 | i | i | 6 | 0 | i
CON1C(=O)C(=O)N(OC)C2CCCCCC21 (configuration not stated) | i | i | -4 | 2 | i | -4 | i | i | -8 | -1 | i
O=C(O)CSc1nnc2c(n1)[nH]c1ccccc12 | i | i | -3 | 4 | i | -1 | i | i | 2 | -8 | i
O=C(/C=C/Nc1ccccc1F)c1cccs1 | i | x | 1 | 4 | i | -1 | i | i | -1 | -6 | i
COc1cc(CCC(=O)Nc2nccs2)cc(OC)c1OC | i | i | -5 | 1 | i | 4 | i | i | -4 | -10 | i
O=C(CNC(=O)c1ccccc1F)NCCc1ccc(Cl)cc1 | i | i | 1 | -1 | i | -2 | i | i | -6 | -8 | i
COc1ccccc1-c1cc(C(=O)NN)[nH]n1 | i | i | -24 | 12 | i | 0 | i | i | 3 | -2 | i
CC1CCN(C(=O)C2(NC(=O)Nc3cccc(F)c3)CCCCC2)CC1 | i | i | 2 | -2 | i | -3 | i | i | -5 | -6 | i
O=C(O)c1ccc(S(=O)(=O)c2ccc3c(c2)C(=O)N(c2ccc(Br)cc2)C3=O)cc1 | i | i | -1 | 1 | i | 0 | i | i | 0 | -15 | i
COc1ccccc1C(O)(C(=O)N(NC(C)=O)c1ccccc1)c1ccccc1OC | i | i | -2 | x | i | x | i | i | -1 | -8 | i
CCOc1cc(C)c(Cl)cc1S(=O)(=O)n1nnc2ccccc21 | i | i | 1 | 8 | i | 0 | i | i | 5 | -15 | i
C/C(=N\NC(=O)c1cccc(S(=O)(=O)N2CCCCC2)c1)c1ccc(C)o1 | i | x | -29 | -2 | i | -1 | i | i | -2 | -5 | i
CCC(=O)Nc1ccc(C(=O)Nc2cccc(C)n2)cc1 | i | i | -4 | 3 | i | 5 | i | i | -1 | -3 | i
Cn1cc(CN(Cc2ccccc2)C[C@@H]2CCC(=O)N2)c(-c2ccccc2F)n1 | i | i | 3 | 4 | i | 4 | i | i | 1 | -12 | i
Cc1ccc(NC(=O)N2CCCC(c3ccccc3)C2)cc1 (configuration not stated) | i | i | 0 | 0 | i | -3 | i | i | 2 | -9 | i
CC1=C(C(=O)Nc2cccc(F)c2)C(c2ccsc2)C2=C(CC(C)(C)CC2=O)N1 (configuration not stated) | i | i | 2 | -4 | i | 0 | i | i | -8 | -4 | i
COc1cc(C(=O)Nc2ccc(C)c(S(=O)(=O)N(C)C)c2)ccc1OCC(=O)N1CCOCC1 | i | i | x | 4 | i | 0 | i | i | -1 | -7 | i
COc1ccc(CN2C(=O)c3cccnc3C2=O)cc1S(=O)(=O)NCc1ccc(C)cc1 | i | i | 5 | 7 | i | -1 | i | i | -3 | -8 | i
Cc1ccc(CC(=O)Nc2nc3ccccc3s2)cc1 | i | i | -1 | 4 | i | 0 | i | i | x | -6 | i
CCCc1cc(NC(=O)CCl)n(-c2ccccc2)n1 | i | i | 0 | -2 | i | -1 | i | i | 3 | -8 | i
Cc1ccccc1NC(=O)c1[nH]cnc1C(=O)NN | i | i | 2 | -4 | i | 0 | i | i | 1 | -5 | i
Cn1ccnc1SCC(=O)N(C1CCCCC1)C1CCCCC1 | i | i | -1 | -7 | i | -1 | i | i | -2 | -9 | i
COC(=O)[C@@H](NC(=O)Nc1ccccc1F)C(C)C | i | i | -4 | 3 | i | -5 | i | i | 5 | 1 | i
Cc1ccc(CC(CC(=O)O)C(=O)NCc2ccccc2)cc1 (configuration not stated) | i | i | 1 | -1 | i | -6 | i | i | -2 | -11 | i
CC(C)C(NS(=O)(=O)c1ccc2c(c1)C(C)(C)C(=O)N2C)C(=O)NCc1ccc(F)cc1 (configuration not stated) | i | i | 1 | 4 | i | -2 | i | i | -10 | -11 | i
CCS(=O)(=O)N1CCC(C(=O)Oc2ccccc2Br)CC1 | i | i | 0 | -4 | i | x | i | i | 3 | -9 | i
Cc1ccc(C)c(S(=O)(=O)NC(CC(C)C)C(=O)O)c1 (configuration not stated) | i | i | 3 | 0 | i | 5 | i | i | -4 | -14 | i
O=C(Nc1ccc(F)cc1)C(=O)c1cn(CC(=O)N2CCOCC2)c2ccccc12 | i | i | 5 | 0 | i | -1 | i | i | 0 | -8 | i
Brc1ccc(OCc2nnc3n2CCC3)cc1 | i | i | 1 | -1 | i | 3 | i | i | -57 | -4 | i
CC(C)(C)c1ccc(OCc2ccc(C(=O)N3CCOCC3)o2)cc1 | i | i | 1 | 4 | i | -2 | i | i | 3 | -16 | i
S=C(NCCN1CCOCC1)Nc1ccc(Cl)cc1 | i | i | 6 | -7 | i | 0 | i | i | -11 | -4 | i
COc1ccccc1CNc1cc(C)ccn1 | i | i | 2 | 0 | i | 0 | i | i | -6 | -5 | i
CC(C)CN(C(=O)COC(=O)Cc1c[nH]c2ccccc12)c1c(N)n(Cc2ccccc2)c(=O)[nH]c1=O | i | i | x | 0 | i | -4 | i | i | 6 | -7 | i
CCn1c(=O)ccc2cc([N+](=O)[O-])ccc21 | i | i | 0 | 2 | i | 3 | i | i | 2 | -3 | i
O=C(COc1ccc(/C=N/NC(=O)c2ccncc2)cc1)Nc1ccccc1 | i | i | -2 | 5 | i | 2 | i | i | 15 | -4 | i
O=C(O)c1ccc2c(c1)C(=O)N(c1ccc(OCc3ccccc3)cc1)C2=O | i | i | -2 | 0 | i | 1 | i | i | x | -6 | i
O=c1nc2n(c3c4c(sc13)CCC4)CCC2 | i | i | 2 | 7 | i | 1 | i | i | 8 | -11 | i
Nc1nc2c3ccccc3nc(C3CC3)n2n1 | i | i | 1 | -9 | i | -1 | i | i | 9 | -3 | i
COc1cc(C(=O)NCCC2=CCCCC2)ccc1OC1CCN(C(C)=O)CC1 | i | x | 0 | -2 | i | -4 | i | i | 16 | -9 | i
Cc1nn(Cc2ccc(C(=O)Nc3nc4c(C)cccc4s3)o2)c(C)c1Br | i | i | 2 | 4 | -14* | -2 | i | i | 3 | -2 | -9.9*
CC1CCN(CCCNS(=O)(=O)c2cc(Br)cc3c2N(C(=O)C2CC2)CC3)CC1 | i | i | x | 2 | i | 0 | i | i | -5 | -5 | i
Cc1c(F)cccc1NS(=O)(=O)c1ccc(OCCNS(C)(=O)=O)cc1 | i | i | 3 | 2 | i | 0 | i | i | -4 | -7 | i
COC(=O)Cn1cc(C(=O)OC)c2ccccc21 | i | i | 1 | -17 | i | 2 | i | i | 2 | -2 | i
O=C(CC1Oc2ccccc2NC1=O)NCc1ccc(Cl)cc1 (configuration not stated) | i | i | -1 | -3 | i | -4 | i | i | -7 | 0 | i
(cont.)
SMILES | KCNQ1 inh | PolyA inhibitor | GSK3beta inhib | HDAC3 inh | KCNK9 inh | GSK3 alpha inh | KCNQ1 act | RGS4 pot | Dyrk1A ADPGlo | hERG protect | KCNK3 inh
O=S(=O)(NCc1cc(-c2ccc(Cl)cc2)no1)c1ccccc1 | i | i | 0 | 3 | i | 2 | i | i | -2 | -10 | i
CCOC(=O)c1cc(S(=O)(=O)N2CC(C)CC(C)C2)cn1C (configuration not stated) | i | i | 6 | 2 | i | -7 | i | i | 2 | -1 | i
Cc1cc(=O)c(C(=O)O)nn1-c1ccc(Cl)cc1 | i | i | -2 | 3 | i | -1 | i | i | -4 | -9 | i
O=C(COc1ccc2ccccc2c1Br)NC(=S)Nc1cccc(CO)c1 | i | i | -1 | -1 | i | 0 | i | i | 1 | -1 | i
O=C(NCc1ccc(F)cc1)C1CCN(C(=O)Nc2ccc(F)cc2)CC1 | i | i | x | 7 | i | -2 | i | i | 7 | -7 | i
Cc1cccc(N2N=C(C(=O)O)CCC2=O)c1 | i | i | 0 | -2 | i | -3 | i | i | 4 | 0 | i
O=C(N/N=C/c1cn(-c2ccccc2)nc1-c1cc2ccccc2o1)c1c[nH]c2ccccc12 | i | i | 5 | -16 | i | 0 | i | i | -2 | -20 | i
NC(=O)CCn1c(C(=O)c2ccc(Cl)cc2)c2ccccc2[n+]1[O-] | i | i | -12 | 4 | i | 0 | i | i | x | -9 | i
Cc1ccc2c(CN(C)Cc3cccc(F)c3)cc(=O)oc2c1C | i | i | -1 | 5 | i | 0 | i | i | 6 | -13 | -13*

Screening data: PubChem BioAssay, several laboratories

Not all compounds are listed; count on the stated rates, not on these rows.
